Compound activity deposited in PubChem by The Scripps Research Institute Molecular Screening Center.
Tn7 DDE FP = DD(E)-Tn7 binding inhibition, primary FP screen; FP displacement of FITC-Tn7 peptide from fibrin DD(E); 0% = median of compound wells per plate; inhibition, % at 8.3 µM; hit rate 0.13% among 370,000; AID 720508;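 active means inhibition above the mean of compounds falling within the control limits plus 3 SD of them, cut at about 14% in these data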;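 further: 0% = plate median of compound wells and 100% = 10 µM Aha-Tn7 peptide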
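Assay system: human fibrin DD(E). Input: DD(E) 2 µM final. Medium: Tris buffer with calcium and detergent, pH 7.8. Compound dosing: single point at 8.3 µM. Timing: 10 min plus 3 h, room temperature. Technique: fluorescence polarization of the labelled Tn7 tracer. Read-out: percent inhibition. Replicates: singlicate testing.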
DDE Tn6 FP inh = inhibitors of Tn6 peptide binding to human fibrin DD(E). Fibrin DD(E) TRITC-Tn6 fluorescence polarization displacement. AID 720509. hit rate 0.21% among 370,000. inhibition, % at 8.3 µM;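 active means inhibition above a per-campaign cutoff: mean of compounds within control limits plus 3 SD, cut at about 15% in these data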;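 further: 0% = median of all compound wells on the plate and 100% = blocking peptide control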
MBD2 DNA inh = blocks human MBD2 binding to methylated DNA; TR-FRET, MBD2 binding to methylated oligonucleotide; inhibition, % at 4.4 µM; hit rate 0.31% among 370,000; in the data active means inhibition above about 13%
KLK7 zymogen act = activators of human kallikrein-7 zymogen; purified proKLK7, EDANS-DABCYL substrate fluorescence; 100% is mature enzyme control, 0% vehicle; activation, % at 7 µM; hit rate 0.9% among 370,000;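 active means activation above the mean of all tested compounds plus 3 SD, computed per campaign excluding outliers beyond control limits, cut at about 13% in these data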
PLCg1 inh = inhibitors of human phospholipase C gamma1; purified PLC-gamma1, fluorogenic substrate, fluorescence; hit rate 0.84% among 370,000; inhibition, % at 12.2 µM; in the data active means inhibition above about 9.5%
Target sequence (P19174 whole entry, looked up): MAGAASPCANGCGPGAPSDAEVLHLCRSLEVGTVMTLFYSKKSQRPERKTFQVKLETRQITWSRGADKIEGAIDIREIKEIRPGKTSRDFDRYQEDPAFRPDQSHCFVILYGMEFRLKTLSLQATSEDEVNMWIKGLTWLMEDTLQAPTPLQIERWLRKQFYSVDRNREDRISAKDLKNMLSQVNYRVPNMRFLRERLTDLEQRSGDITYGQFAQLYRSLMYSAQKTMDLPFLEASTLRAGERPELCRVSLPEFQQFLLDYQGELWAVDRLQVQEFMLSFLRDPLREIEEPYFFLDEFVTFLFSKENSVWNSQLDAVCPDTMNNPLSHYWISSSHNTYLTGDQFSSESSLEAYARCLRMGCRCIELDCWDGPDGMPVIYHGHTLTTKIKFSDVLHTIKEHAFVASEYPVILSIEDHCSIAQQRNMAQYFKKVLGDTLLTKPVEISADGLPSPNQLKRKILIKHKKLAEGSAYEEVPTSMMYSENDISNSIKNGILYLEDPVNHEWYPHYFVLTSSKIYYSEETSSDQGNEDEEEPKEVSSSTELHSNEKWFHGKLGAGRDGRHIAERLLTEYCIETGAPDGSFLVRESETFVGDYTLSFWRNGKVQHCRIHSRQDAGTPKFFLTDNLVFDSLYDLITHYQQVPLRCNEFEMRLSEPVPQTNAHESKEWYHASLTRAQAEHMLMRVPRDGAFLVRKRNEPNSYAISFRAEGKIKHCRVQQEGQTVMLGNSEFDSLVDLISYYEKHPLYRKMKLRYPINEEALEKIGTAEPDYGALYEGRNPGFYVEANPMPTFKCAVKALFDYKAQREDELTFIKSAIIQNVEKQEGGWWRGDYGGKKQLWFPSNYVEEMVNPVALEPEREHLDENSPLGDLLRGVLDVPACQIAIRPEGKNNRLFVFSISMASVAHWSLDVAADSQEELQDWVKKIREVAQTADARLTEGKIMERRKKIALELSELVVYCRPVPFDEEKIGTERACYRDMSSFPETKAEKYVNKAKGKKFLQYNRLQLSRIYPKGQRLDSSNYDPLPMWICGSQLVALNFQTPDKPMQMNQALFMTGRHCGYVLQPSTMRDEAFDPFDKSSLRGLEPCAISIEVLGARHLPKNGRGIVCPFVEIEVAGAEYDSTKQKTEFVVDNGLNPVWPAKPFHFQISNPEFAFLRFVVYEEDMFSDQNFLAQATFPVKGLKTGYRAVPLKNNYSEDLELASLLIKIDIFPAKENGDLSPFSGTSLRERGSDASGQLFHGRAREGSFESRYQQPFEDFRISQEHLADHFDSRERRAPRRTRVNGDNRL
ADAM17 inh = inhibits human ADAM17. P78536. recombinant ADAM17, EDANS/DABCYL FRET peptide cleavage. inhibition, % at 6.95 µM. hit rate 0.83% among 370,000. AID 720648;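 active means inhibition above the mean of compounds lying between control limits plus 3 SD, set per campaign, cut at about 8.5% in these data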;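 further: 0% = DMSO-only wells as the low control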
PLC-beta3 inh = inhibitors of human phospholipase C beta3; Q01970; Purified PLC-beta3, fluorogenic substrate, fluorescence; inhibition, % at 12.2 µM; hit rate 0.18% among 370,000; AID 720704; in the data active means inhibition above about 11%;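 further: 0% = median of compound wells on plate and 100% = full blocker control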
ARFGAP1 inh = inhibitors of rat ARFGAP1. Q62848. Arfgap1-stimulated ARF1 GTP hydrolysis, GDP FP detection. inhibition, % at 16.5 µM. hit rate 0.26% among 360,000. AID 651572;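 active means inhibition above a per-plate limit, mean inhibition of low control wells plus 3 SD, cut at about 25% in these data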;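 further: 0% = DMSO wells with enzyme and 100% = wells lacking Arfgap1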
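Assay system: purified rat His6-Arfgap1 residues 1-136 (GAP domain); Reagent: human Δ17 ARF1 bound to GTP; Dosing: 16.5 µM single point, 1.26% DMSO; Times: GTP hydrolysis reaction 2 h at 25 °C; Signal: FP, GDP Alexa 633 tracer displaced from anti-GDP antibody, 620/688 nm; Measure: % inhibition from polarization.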
UHRF1 binding = human UHRF1 methylated DNA binding inhibitors; UHRF1 binding to methylated oligo, TR-FRET; hit rate 0.75% among 370,000; AID 687016; inhibition, % at 4.4 µM; Q96T88; in the data active means inhibition above about 21%;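 further: UHRF1 SRA domain binding a hemimethylated CpG hairpin DNA probe; 0% = median of test compound wells and 100% = reference inhibitor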
ASAP1 inh = blocks human ASAP1-stimulated Arf1 GTP hydrolysis; Q9ULH1; GDP FP detection; inhibition, % at 16.5 µM; hit rate 0.19% among 360,000; in the data active means inhibition above about 25%;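 further: 0% = vehicle with enzyme and substrate and 100% = no enzyme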
An asterisk follows results filed as active; i = inactive; · = not tested or not shown.

| SMILES | Tn7 DDE FP | DDE Tn6 FP inh | MBD2 DNA inh | KLK7 zymogen act | PLCg1 inh | ADAM17 inh | PLC-beta3 inh | ARFGAP1 inh | UHRF1 binding | ASAP1 inh |
| --- | --- | --- | --- | --- | --- | --- | --- | --- | --- | --- |
| Cc1cc(O)c(C(C)C)cc1NC(=O)Nc1cccc2ccccc12 | -3 | -7 | 2 | -2.0 | -10 | -13 | -27 | -7 | 0 | 2 |
| CC(C)(C)C(=O)Nc1cccc(C(=O)Nc2cc(C(=O)O)cc(C(=O)O)c2)c1 | -10 | -2 | 3 | 0.6 | 3 | 0 | 5 | 0 | 1 | 0 |
| O=C(COC(=O)c1c2c(nc3ccccc13)CCCCC2)c1ccc(Cl)s1 | -1 | 0 | 3 | 0.3 | 2 | 0 | 3 | 5 | 4 | 9 |
| O=C(NCc1cccs1)C(=O)c1c[nH]c2ccccc12 | 5 | 2 | 1 | 0.1 | 4 | -3 | 1 | 1 | 5 | -1 |
| Nc1nc(NCC2CCCO2)nc(NCC2CCCO2)c1[N+](=O)[O-] (configuration not stated) | 9 | 0 | 0 | -0.3 | 0 | -3 | 1 | 5 | 1 | -1 |
| Cc1cc(C(=O)CSc2nnc(Cc3ccccc3)o2)c(C)n1Cc1ccc2c(c1)OCO2 | -11 | -2 | -2 | 0.4 | 1 | 5 | -4 | 8 | -2 | -5 |
| CCN(/N=C/c1ccc(N(C)C)cc1)c1nc2ccccc2[nH]1 | 1 | -2 | -3 | 0.0 | -4 | -2 | -6 | 19 | 1 | 2 |
| Cc1ccc(NC(=O)COC(=O)CCc2ccc(S(=O)(=O)N3CCOCC3)cc2)c(C)c1 | -4 | -7 | 4 | 0.2 | 2 | -3 | -10 | -5 | 6 | 5 |
| COc1cccc(NC(=O)CCC2CCN(C(=O)c3cncs3)CC2)c1 | 0 | -1 | 2 | -0.8 | 0 | -2 | -3 | 7 | 3 | -1 |
| Cc1ccc(S(=O)(=O)NCCC(=O)NC(C)CCc2ccccc2)cc1 (configuration not stated) | 0 | 8 | 4 | 1.7 | 4 | -4 | -1 | 11 | 1 | 6 |
| CCc1nnc(NC(=O)C2Cc3ccccc3CN2S(=O)(=O)c2ccc(C)cc2)s1 (configuration not stated) | -9 | -4 | -5 | 0.7 | 1 | 4 | -2 | 8 | -2 | 15 |
| Cc1c(CC(=O)N[C@@H](C)C(=O)O)c(=O)oc2cc3oc4c(c3cc12)CCCC4 | -6 | 4 | 2 | -2.8 | -291 | -51 | -376 | -5 | 4 | -1 |
| O=C(O)c1nn(CCSc2ccccc2F)c(=O)c2ccccc12 | 2 | 0 | 2 | -0.9 | -1 | -3 | -9 | 6 | 1 | 5 |
| CC(=O)Nc1ccc(NC(=O)C(C)OC(=O)c2cc(S(=O)(=O)N(C)C)ccc2N2CCCC2)cc1 (configuration not stated) | 2 | 0 | 0 | -0.3 | 2 | -2 | -2 | -7 | 1 | 1 |
| Cc1ccc(C(=O)C2=C(O)C(=O)N(Cc3ccco3)C2c2ccc(N(C)C)cc2)o1 (configuration not stated) | 3 | 15 | 2 | 0.2 | -4 | -7 | -11 | -7 | -3 | -7 |
| CC(=O)c1cccc(N2C(=NC(=O)C3CC3)SC3CS(=O)(=O)CC32)c1 (configuration not stated) | 5 | 12 | 3 | -0.1 | 1 | -2 | -5 | 6 | 2 | -3 |
| CC(C)CC1NC(=S)N(C2CCCCC2)C1=O (configuration not stated) | 4 | 9 | -5 | 0.2 | 1 | -1 | 0 | -2 | -1 | -3 |
| Nc1nonc1-n1nnc(C(=O)N/N=C/C2CCCCC2)c1-c1ccccc1 | 0 | 0 | 8 | -0.6 | -3 | 2 | -8 | -8 | 2 | 0 |
| O=C(CSc1nnc(CNC(=O)c2ccc(F)cc2)o1)NCCc1ccccc1 | 1 | 1 | -6 | 0.1 | -1 | -1 | -2 | -8 | -1 | -1 |
| Cc1nc(C(F)(F)F)nc(Nc2ccc(N=Nc3ccccc3)cc2)c1C#N | 5 | -8 | 1 | -0.2 | 1 | -2 | 2 | 16 | 2 | -7 |
| C=CCOc1cccc(C2C(C(=O)c3ccco3)=C(O)C(=O)N2Cc2ccco2)c1 (configuration not stated) | -5 | -2 | -7 | 0.4 | -12 | -2 | -18 | -4 | -7 | 0 |
| Cc1nn(-c2ccccc2)c(C)c1/C=N/NC(=O)CSc1nnc(SCc2cccc3ccccc23)s1 | -3 | 4 | 2 | 0.3 | 0 | 1 | 2 | -5 | -1 | 4 |
| COc1ccc(-c2nc3c(n2O)CCC/C3=N\O)cc1 | 2 | 12 | -7 | 6.3 | -94 | -28 | -135 | -2 | -6 | 4 |
| Cc1cc(/C=N/NC(=O)c2ccncc2)c(C)n1-c1ccccc1 | 1 | 2 | -4 | -0.3 | -5 | 3 | -4 | -7 | -2 | 11 |
| COc1ccc(C2=NOC(CNC(=O)c3ccccc3Br)C2)c(OC)c1 (configuration not stated) | 1 | 1 | 0 | 5.6 | 0 | -6 | -14 | 12 | 1 | -2 |
| O=C(NCCc1cccc(F)c1)c1cc2ccccn2n1 | 1 | 4 | -6 | 0.0 | -1 | -5 | -4 | · | 0 | · |
| CC(C)CN1CCN(Cc2cc(F)ccc2-n2cccn2)CC1CCO (configuration not stated) | -2 | -4 | -2 | -0.2 | 5 | 7 | 0 | 4 | 8 | -3 |
| Cc1cccc(C)c1NC(=O)CSc1nnc(C)n1-c1ccccc1 | 7 | 3 | 3 | -0.1 | 0 | 1 | 1 | -4 | -3 | -1 |
| CC(Oc1ccccc1)C(=O)Nc1oc(-c2ccco2)c(-c2ccco2)c1C#N (configuration not stated) | 2 | 6 | 5 | 0.9 | -42 | 0 | -44 | 5 | 0 | -15 |
| CCN(CC)c1ccc(C(=O)NNC(=O)c2cccn2C)cc1 | 5 | 11 | -2 | 0.0 | -5 | -5 | -17 | -1 | 1 | -1 |

3 entries from above, with values under each structure.
Fields – Tn7 DDE FP	DDE Tn6 FP inh	MBD2 DNA inh	KLK7 zymogen act	PLCg1 inh	ADAM17 inh	PLC-beta3 inh	ARFGAP1 inh	UHRF1 binding	ASAP1 inh
CC(C)CC1NC(=S)N(C2CCCCC2)C1=O (configuration not stated)
→ 4	9	-5	0.2	1	-1	0	-2	-1	-3
Nc1nonc1-n1nnc(C(=O)N/N=C/C2CCCCC2)c1-c1ccccc1
→ 0	0	8	-0.6	-3	2	-8	-8	2	0
O=C(CSc1nnc(CNC(=O)c2ccc(F)cc2)o1)NCCc1ccccc1
→ 1	1	-6	0.1	-1	-1	-2	-8	-1	-1

Continuation.
| SMILES | Tn7 DDE FP | DDE Tn6 FP inh | MBD2 DNA inh | KLK7 zymogen act | PLCg1 inh | ADAM17 inh | PLC-beta3 inh | ARFGAP1 inh | UHRF1 binding | ASAP1 inh |
| --- | --- | --- | --- | --- | --- | --- | --- | --- | --- | --- |
| COc1cccc2sc(Nc3nc(-c4cc5ccccc5oc4=O)cs3)nc12 | -3 | -4 | 0 | -0.3 | -17 | -1 | -27 | 30* | -3 | 23 |
| O=C(CN1CCOCC1)Nc1cccc(Br)c1 | 0 | 5 | -4 | 0.2 | 3 | -1 | 1 | -22 | -4 | -3 |
| Cc1ccc(C)c(N2CCN(C(=O)CCc3nc(-c4cccc(C(F)(F)F)c4)no3)CC2)c1 | -6 | -3 | 4 | -0.7 | -2 | -1 | -4 | -1 | 0 | -14 |
| O=C(Nc1cccc(F)c1)c1ccc(CSc2ccccc2)o1 | -1 | 4 | -3 | 0.2 | -2 | -2 | -1 | -3 | 1 | -6 |
| CCCS(=O)(=O)N1CCN(Cc2ccccc2OCC)CC1 | 2 | 0 | 1 | -0.2 | 3 | -5 | -2 | 10 | 7 | -3 |
| CCCCOc1ccc(C(C)NC(=O)CCS(=O)(=O)Cc2ccccc2F)cc1 (configuration not stated) | 4 | 1 | -2 | -0.3 | 0 | 3 | 2 | -4 | 4 | -3 |
| Cc1ccccc1CN1C(=O)CS/C1=N/N=C/c1ccco1 | -5 | -5 | -3 | 0.5 | -1 | 4 | -11 | -1 | 2 | 3 |
| Clc1ccc(CSCCc2ccncc2)cc1 | 0 | 7 | 8 | 0.5 | 2 | 0 | 0 | -10 | -3 | 4 |
| Cn1cc(C[C@H](NC(=O)OC(C)(C)C)C(=O)N[C@H](CO)Cc2ccccc2)c2ccccc21 | -5 | -7 | -3 | 0.2 | 2 | 0 | 3 | 11 | -1 | 10 |
| Cn1c(=O)oc2cc(S(=O)(=O)N3CCC4(CC3)OCCO4)ccc21 | -2 | -1 | -1 | -0.4 | 1 | 0 | 0 | -5 | -1 | -3 |
| O=C(COC(=O)Cc1ccsc1)Nc1ccc(Cl)cn1 | 3 | -2 | -5 | 0.1 | 2 | -1 | -9 | 9 | 15 | -10 |
| O=C(Nc1ccc(N2CCN(c3ccc(C(F)(F)F)cn3)CC2)nc1)c1cccs1 | 5 | 0 | -3 | -0.3 | -3 | -3 | -6 | 1 | 4 | 3 |
| CCOC(=O)c1c(C)[nH]c(C(=O)C(C)Sc2ccc(Cl)cc2)c1C (configuration not stated) | -5 | -4 | 3 | -0.6 | 2 | 8 | 1 | -4 | -1 | 8 |
| Cc1ccc([N+](=O)[O-])cc1N=Cc1ccc(Br)s1 | 2 | -6 | -5 | -0.1 | 3 | -3 | 4 | 20 | 2 | 5 |
| CC1CC(=O)Nc2ccccc2N1C(=O)Cn1cnc2ccc(Br)cc2c1=O (configuration not stated) | -2 | -2 | 5 | -0.2 | -2 | -2 | -5 | 6 | 6 | 6 |
| O=C(c1cc(S(=O)(=O)N2CCOCC2)c(Cl)cc1Cl)N1CCCC1 | -1 | -5 | -5 | 0.5 | 3 | 0 | 1 | 5 | 1 | 7 |
| CCC(Cc1ccccc1)NS(=O)(=O)c1ccc2c(c1)NC(=O)CO2 (configuration not stated) | -2 | 4 | -2 | -0.1 | 1 | 1 | -8 | 16 | 4 | 5 |
| CC(C)(/C=N/O)/[N+]([O-])=C/c1ccccc1C(F)(F)F | 2 | 2 | -7 | 0.4 | 2 | -1 | 0 | 4 | 0 | -7 |
| O=c1n2c(c(O)n1C1CCCCC1)C(c1ccccc1)=Nc1ccccc1C2 | 2 | -6 | -5 | -0.1 | 3 | 3 | 0 | 8 | 0 | -6 |
| COc1ccc(OC)c(Cc2nnc(CCC(=O)NC3CCCCCCC3)o2)c1 | 6 | 3 | -4 | 0.6 | 2 | -4 | -5 | 7 | -2 | -2 |
| COC1=C(N2CCOCC2)C(=O)c2ccccc2C1=O | -3 | 2 | -9 | 1.1 | 4 | 0 | -6 | 8 | 1 | 10 |
| CCOC(=O)c1cc(C(=O)OCC)cc(-n2cc(O)c(C(=O)OCC)n2)c1 | -9 | 4 | 2 | -0.6 | 8 | 7 | 5 | -3 | 8 | -7 |
| COc1cccc(C2Nc3ccc4ccccc4c3C3=C2C(=O)CC(C)(C)C3)c1OCC(=O)O (configuration not stated) | 4 | -9 | -8 | 26* | i | i | i | -4 | 0 | -24 |
| COc1ccc(S(=O)(=O)N(C)c2ccc(C(=O)NCC3CCCO3)cc2)cc1 (configuration not stated) | -1 | 0 | 4 | 0.8 | 1 | -4 | 4 | 0 | -3 | 5 |
| COC(=O)CNC(=O)CN1C(=O)N(c2ccccc2)C(N(O)C(=O)Nc2ccccc2)C1(C)C (configuration not stated) | -3 | -3 | 11 | -0.4 | 3 | -3 | 1 | 11 | 3 | -5 |
